Screens deposited in PubChem by Broad Institute.
C2C12 statin – protects C2C12 myotubes from simvastatin toxicity; hit rate 0.78% among 330,000; rescue of ATP level, % at 7.49 µM; AID 602340; ATP luminescence, 48 h; scaled: DMSO 0, geranylgeraniol control 100;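 active = mean ATP rescue above about 67%, or every replicate alone reaching that limit, limit read from the data, passing the limit was not always enough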;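 also: myotubes were challenged with 10 µM simvastatin during compound exposure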
Cneo AK release – causes C. neoformans cell lysis. hit rate 0.2% among 360,000. lysis activity, % at 15 µM. adenylate kinase release luminescence, 4 h; normalised: neutral wells 0, clomiphene wells 100;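 active = mean lysis activity across replicates of at least 80%, whatever share of replicates individually reach that level; inactive = mean lysis activity below 80%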
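Test system: log-phase Cryptococcus neoformans yeast cells. Input: 5 × 10^6 yeast cells/mL. Medium: fresh YPD growth medium. Doses: single dose. Incubation: static 4 h at 37 °C with compound, 1 h detection. Measured by: luminescent adenylate kinase detection reagent. Read-out: signal increase indicating cell lysis. Benchmarks: Clomiphene.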
PGC1a acetyl inh – lowers PGC1a acetylation signal in U2OS cells; AlphaScreen anti-acetyl-lysine; with virally co-expressed GCN5 acetyltransferase; inhibition, % at 15.6 µM; hit rate 0.17% among 350,000; AID 651687;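 active = every replicate shows inhibition of at least 40%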;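 also: 0% = neutral control wells and 100% = positive control wells; some results beyond the cut were filed as inactive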
PglD DTNB – inhibitors of Campylobacter jejuni PglD acetyltransferase. purified PglD enzyme, DTNB colorimetric CoA detection. inhibition, % at 12.5 µM. hit rate 0.098% among 360,000. AID 602405; in the data active = inhibition above about 16%, passing the limit was not always enough; also: strong numbers were not always called active
ARNT TACC3 PPI – ARNT/TACC3 interaction disruption; AlphaScreen His-ARNT PAS-B/GST-TACC3 binding, luminescence; TACC3 fragment carries E629A point mutation; inhibition, % at 9.99 µM; hit rate 0.66% among 390,000; AID 623870;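 active = mean inhibition of replicates at least 50% and at least half of replicates each reaching 50%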;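 also: 0% = complete ARNT plus TACC3 wells and 100% = ARNT alone without TACC3; many hits fall short of the cut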
LGR2 antag – blocks bursicon-induced cAMP signaling via Drosophila LGR2; HEK293 LGR2, CRE-luciferase, bursicon-stimulated, 4 h; inhibition, % at 9.99 µM; hit rate 0.35% among 380,000;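 active = drop in luminescence signal, shown as inhibition above about 50% in the replicate tests, limit read from the data, passing the limit was not always enough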;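 also: agonist challenge used bursicon conditioned medium at about half maximal strength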
PAX8 reporter – lowers PAX8-driven luciferase in RMG-I cells; inhibition, % at 12.6 µM; RMG-I TPO-luciferase reporter, SteadyGlo, 24 h; hit rate 1.2% among 360,000;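 active = mean replicate inhibition at least 60% with every replicate also reaching 60%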;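 also: luciferase light reporting Pax8 driven TPO promoter activity; plate controls were median of neutral control wells for no effect and mitoxantrone controls for full effect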
INS-1E GSIS act – primary screen for activators of insulin secretion dependent on glucose, INS-1E cells, GLuc reporter luminescence; INS-1E GLuc reporter insulin secretion, 2-3 h; hit rate 0.61% among 370,000; activation, % at 16.6 µM;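 active = lowest replicate activation of at least 40%, so every replicate reaches that level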;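 also: 0% = median of neutral control wells and 100% = median of IBMX positive control wells; some compounds called inactive have numbers as strong as hits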
Starred values were filed as active, the others as inactive; / = no result given. Hits appear at their usual frequency (roughly 2.9% active in at least one column).

Molecule,C2C12 statin,Cneo AK release,PGC1a acetyl inh,PglD DTNB,ARNT TACC3 PPI,LGR2 antag,PAX8 reporter,INS-1E GSIS act
O=C(CN(C(=O)c1csnn1)c1cccc2c1CCCC2)NCc1ccccc1,17.2,-1.9,11.3,3.8,-3.1,-7.9,-117.2,-18.6
C[C@H](CO)N1C[C@H](C)[C@@H](CN(C)CC2CCCCC2)OCCCC[C@H](C)Oc2ccc(NC(=O)CCCCCC(=O)Nc3ccccc3N)cc2C1=O,/,0.4,-7.4,2.2,6.8,15.4,-6.7,-4.1
Cc1cccc(-c2ccc([C@H]3[C@H](CO)N4CCCCN(CCC(F)(F)F)C[C@@H]34)cc2)c1,/,7.2,-10.0,-0.4,7.7,6.2,-15.6,-16.8
CCCN1CCN(C(=O)c2cccc3c2C(=O)N(CCOC)C3)CC1,4.1,-10.3,14.7,-1.9,0.4,4.2,9.9,-2.2
Cc1ccc(C(C(=O)NC(C)(C)C)N(C(=O)c2csnn2)c2ccccc2F)o1 (stereo unspecified),1.8,1.1,-6.6,-1.4,-0.9,/,/,/
NC(=O)CSc1nnc(-c2ccc(S(=O)(=O)N3CCOCC3)cc2)n1Cc1ccccc1,-6.2,-2.2,7.9,2.5,3.0,/,/,/
CCS(=O)(=O)N1[C@H](C#N)[C@H](c2ccc(C#Cc3ccccc3F)cc2)[C@@H]1CO,-21.1,-1.8,-20.6,-1.4,1.1,-18.9,-7.0,-13.8
Cc1cc(C(=O)COC(=O)C2=NNC(=O)CC2)c(C)n1-c1ccc(OC(F)F)cc1,-5.5,-1.8,-1.7,5.8,-2.2,/,/,/
CCCC(=O)Nc1ccc2c(c1)C(=O)N(C)C[C@@H](OC)[C@@H](C)CN[C@H](C)CO2,3.8,-1.6,/,-3.5,-2.5,9.2,-5.2,10.5
O=C(NCCC1=CCCCC1)C1CCN(S(=O)(=O)c2ccc(Br)s2)CC1,/,4.1,/,-1.1,/,13.1,12.9,-3.7

New compounds follow:
Molecule,C2C12 statin,Cneo AK release,PGC1a acetyl inh,PglD DTNB,ARNT TACC3 PPI,LGR2 antag,PAX8 reporter,INS-1E GSIS act
C[C@@H]1CN([C@@H](C)CO)C(=O)c2cccc(NC(=O)Nc3ccc(C(F)(F)F)cc3)c2O[C@@H]1CN(C)C(=O)Nc1ccc(F)cc1,-94.4,-4.2,7.3,1.1,-2.8,/,/,-14.4
COc1ccc(/C=N\Nc2ccccn2)c(OC)c1,22.1,2.4,/,1.1,-4.1,-21.6,-247.0,-7.6
C=CCn1c(C)nnc1SCC(=O)c1[nH]c(C)c(C(C)=O)c1C,1.9,0.3,22.9,6.6,-1.0,-1.4,-5.8,-0.6
O=C(NC(=S)NNC(=O)c1ccccc1O)c1ccc(F)cc1,-9.6,4.0,7.3,2.6,18.7*,-2.3,0.2,-0.2
COc1ccc(OC)c(S(=O)(=O)Nc2ccc3c(c2)N(C(C)=O)CCC3)c1,9.1,0.2,/,7.4,-7.3,-7.8,-8.1,16.8
COc1cccc(NC(=O)CSCc2n[nH]c(=O)[nH]2)c1,7.1,0.9,2.1,5.3,-2.2,8.8,/,7.0
C[C@@H]1CCCCO[C@@H](CN(C)S(=O)(=O)c2ccc(Cl)cc2)[C@@H](C)CN([C@H](C)CO)C(=O)c2cc(NC(=O)Nc3ccc(C(F)(F)F)cc3)ccc2O1,/,-2.2,6.5,2.0,1.0,10.5,-7.4,0.5
COc1ccc(S(=O)(=O)Nc2ccc(S(=O)(=O)Nc3ccc(F)cc3)cc2)cc1C,-1.5,4.2,-12.0,0.9,-2.8,/,/,/
COc1ccc(-c2cc(-c3nnc(COC(=O)C4CC4C)o3)c3ccccc3n2)cc1OC (stereo unspecified),-12.3,-2.9,2.0,-5.9,-14.1,8.0,-18.9,-4.1
O=C(N/C=N/OCc1ccc(Cl)cc1Cl)NOCc1c(Cl)cccc1Cl,3.2,-0.7,/,2.9,-4.2,/,/,/

The list goes on; the last 2 above are carried over.
Molecule,C2C12 statin,Cneo AK release,PGC1a acetyl inh,PglD DTNB,ARNT TACC3 PPI,LGR2 antag,PAX8 reporter,INS-1E GSIS act
COc1ccc(-c2cc(-c3nnc(COC(=O)C4CC4C)o3)c3ccccc3n2)cc1OC (stereo unspecified),-12.3,-2.9,2.0,-5.9,-14.1,8.0,-18.9,-4.1
O=C(N/C=N/OCc1ccc(Cl)cc1Cl)NOCc1c(Cl)cccc1Cl,3.2,-0.7,/,2.9,-4.2,/,/,/
C[C@H]1CN([C@@H](C)CO)C(=O)c2cccc(NC(=O)C3CC3)c2O[C@@H]1CN(C)C(=O)NC1CCCCC1,-7.0,4.3,-3.3,3.0,28.4,-6.1,-6.4,10.5
O=C(NCCN1CCC(Cc2ccccc2)CC1)C1CCN(S(=O)(=O)N2CCC3(CC2)OCCO3)CC1,/,/,/,/,0.0,0.3,-2.0,4.8
Cc1ccc2c(c1)N(C(=O)CCC(=O)NCCCN1CCN(C)CC1)CCO2,-0.3,-1.4,2.6,3.8,2.9,-5.8,/,4.4
CC(C)N(C(=O)CSc1nnc(Cn2nnc3ccccc32)n1C)C(C)C,1.1,-4.5,-13.4,6.6,-8.9,/,/,/
C[C@H]1CN([C@@H](C)CO)C(=O)Cc2cc(NC(=O)C3CCCCC3)ccc2O[C@H]1CN(C)C(=O)Nc1ccc2c(c1)OCO2,-8.4,9.8,0.2,1.4,-2.1,7.7,/,-13.2
COc1cc(/C=C/C(=O)OCC(=O)NCCN2C(=O)CSC2=O)ccc1OC(F)F,/,/,10.5,/,-5.8,-2.3,10.0,23.2
COc1cc(C(=S)N2CCN(c3ccccc3Cl)CC2)cc(O)c1O,/,/,/,/,7.6,11.2,23.0,22.3
O=C(C[C@H]1C=C[C@@H](NC(=O)Nc2ccc(F)cc2)[C@H](CO)O1)NCc1cccc(F)c1,3.2,-0.3,6.9,1.2,-7.7,8.1,/,-5.7
CCc1ccc(NC(=O)c2ccc(NC(=O)C3CCCO3)cc2)cc1 (stereo unspecified),8.4,0.0,/,7.1,-3.3,/,/,/
C[C@H](CO)N1C[C@H](C)[C@@H](CN(C)C(=O)NC2CCCCC2)Oc2c(NC(=O)Cc3ccccc3)cccc2C1=O,1.2,0.9,/,-2.1,4.7,-22.0,-1.4,-6.1

Next section.
Molecule,C2C12 statin,Cneo AK release,PGC1a acetyl inh,PglD DTNB,ARNT TACC3 PPI,LGR2 antag,PAX8 reporter,INS-1E GSIS act
O=C(CCN1CCCCC1)N[C@@H]1CC[C@H](CCNS(=O)(=O)c2ccc(F)cc2)O[C@@H]1CO,-0.5,-5.7,6.8,2.9,-9.9,11.0,-18.9,11.1
CCOc1ccc(/C=N/N(C)c2ccccc2)cc1OC,-76.8,-7.4,2.1,-1.6,1.4,/,/,/
COC(=O)c1sccc1N(C)S(C)(=O)=O,-1.2,0.5,10.2,4.2,-0.7,7.5,-11.9,1.6
O=C(COC(=O)C1COc2ccccc2O1)c1ccc(F)cc1 (stereo unspecified),18.7,-1.1,-11.1,0.6,/,-16.4,-12.9,-2.3
COc1cc(NC(=O)c2cc(S(=O)(=O)N3CCCCC3)c[nH]2)cc(OC)c1,/,-2.0,3.3,-2.5,-4.1,-18.0,-5.4,8.9
CC1(c2ccccc2Br)NC(=O)N(CC(=O)NC2CCCCC2)C1=O (stereo unspecified),5.2,0.1,4.5,1.6,/,-26.0,1.3,/
CC(C)/C=N/Nc1nc(-c2ccc(Br)cc2)cs1,/,/,/,/,4.2,-51.5,-16.4,-27.9
C[C@@H]1CNC(=O)c2c(C(=O)N[C@H](C)c3ccccc3)ncn21,14.6,-1.1,-14.3,-3.3,/,-8.7,-5.2,13.9
CCc1c(O)nc2ccccn2c1=O,5.1,-2.1,/,3.7,7.5,12.0,6.4,10.1
Cc1ccc(S(=O)(=O)Nc2ccc3c(c2)CC(=O)N([C@H](C)CO)C[C@H](C)[C@@H](CN(C)S(=O)(=O)c2c(C)noc2C)O3)cc1,-0.2,-1.6,1.1,-3.0,1.5,1.6,-23.1,-12.6

(cont.)
Molecule,C2C12 statin,Cneo AK release,PGC1a acetyl inh,PglD DTNB,ARNT TACC3 PPI,LGR2 antag,PAX8 reporter,INS-1E GSIS act
CCOC(=O)c1cccc(NC(=O)CSc2nncn2-c2ccccn2)c1,2.1,1.6,/,3.2,2.4,-24.5,-0.7,-2.9
CCCc1nc2c(=O)[nH]c3ccccc3c2o1,11.5,/,8.5,/,4.3,/,2.6,2.4
CC1(C(=O)O)CCC(C(=O)Nc2ccc3ccccc3c2)C1(C)C (stereo unspecified),-3.4,0.5,/,6.4,-7.1,/,5.0,/
O=c1c2c3c(sc2nc2n1CCCS2)CCCC3,114.0*,0.6,3.9,1.5,-3.1,/,-117.4,4.5
Cc1noc(C)c1COc1cccc(C(=O)OCCOc2ccc(F)cc2)c1,/,0.7,0.0,-1.4,-6.4,/,/,/
CCCCCCCC(=O)NNC(=O)Cc1ccccc1,/,5.6,-2.7,3.4,-4.1,7.8,/,-6.2
C[C@H]1CN([C@@H](C)CO)C(=O)c2cccc(NC(=O)Nc3ccc(F)cc3)c2O[C@H]1CN(C)Cc1ccc(-c2ccccc2)cc1,/,1.6,-8.0,1.7,-11.6,-5.4,/,-21.6
COc1ccc(S(=O)(=O)N(C)C[C@@H]2OCCCC[C@@H](C)Oc3ccc(NS(=O)(=O)c4ccc(C)cc4)cc3C(=O)N([C@@H](C)CO)C[C@H]2C)cc1,10.8,-2.0,-8.7,-0.9,-10.9,-11.1,41.4,3.9
CO[C@@H]1CN(C)C(=O)c2ccc(NC(=O)C3CCC3)cc2OC[C@@H](C)NC[C@H]1C,7.5,-0.9,/,-2.6,-2.6,16.8,6.3,9.0
COc1ccccc1NC(=O)C(C)OC(=O)CC1CCCCC1 (stereo unspecified),9.0,-2.2,5.3,1.9,-12.2,-3.7,-6.5,-16.6

Remaining list, next part.
Molecule,C2C12 statin,Cneo AK release,PGC1a acetyl inh,PglD DTNB,ARNT TACC3 PPI,LGR2 antag,PAX8 reporter,INS-1E GSIS act
O=C1N(c2ccccc2)C2CS(=O)(=O)CC2N1c1ccc(Cl)c(Cl)c1 (stereo unspecified),-6.2,-2.1,-0.6,3.7,-19.0,/,/,/
CCC(=O)Nc1ccc2c(c1)OC[C@@H](C)N(Cc1ccccn1)C[C@@H](C)[C@H](OC)CN(C)C2=O,18.6,0.9,7.9,17.6*,/,-5.2,-6.1,8.5
O=C1ON=C(c2ccccc2)/C1=C/c1ccc(O)c(O)c1,-7.1,-1.8,/,-4.5,6.2,-4.5,-4.6,15.7
CCOC(=O)N1CCC(NC(=O)C(CC(C)C)NC(=O)C2CCCCC2)CC1 (stereo unspecified),5.0,2.6,6.9,2.4,-2.7,/,10.3,/
NC(N)=NC(=S)Nc1ccc(Cl)cc1,8.8,3.4,/,-12.6,6.8,-31.2,-61.3,-7.3
COC(=O)Cn1c(-c2ccc(OC)cc2)c(-c2ccc(OC)cc2)nnc1=O,-7.2,4.1,9.6,-4.0,3.6,0.6,13.7,/
COc1ccccc1-c1cn[nH]c1-c1ccc(O)cc1O,0.9,1.6,-1.0,-5.6,3.6,0.8,19.6,-7.6
CCN(CCCNC(=O)CCCCn1c(=O)[nH]c2ccccc2c1=O)c1ccccc1,/,-0.5,/,1.8,-4.0,/,7.8,/
O=C(CSc1nnc(C2CCCCC2)o1)N1CCCCC1,0.8,-0.8,8.2,2.7,-7.4,/,-71.0,4.6
COc1ccc(N=C2SC(C(=O)N3CCN(c4ccc([N+](=O)[O-])cc4)CC3)CC(=O)N2C)cc1 (stereo unspecified),-3.5,-0.3,/,-12.6,-0.2,34.8,1.7,-7.0
CCOc1ccc(S(=O)(=O)Nc2cccc(C(=O)N3CCN(C(C)=O)CC3)c2)cc1,-4.4,0.6,/,3.9,-4.6,18.8,-1.3,-0.4
CC1=NN(C(=O)c2ccco2)C(O)(c2ccccc2)C1 (stereo unspecified),/,-0.2,-0.9,0.1,0.6,2.5,-23.6,8.1
